UHRF1 binding: UHRF1 methyl-DNA binding inhibition | Q96T88 | UHRF1 binding to methylated oligo, TR-FRET | 370,000 compounds, 0.75% hits | inhibition, % at 4.4 µM; in the data active = inhibition above about 21%;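 note: UHRF1 SRA domain binding a hemimethylated CpG hairpin DNA probe; 0% = median of test compound wells and 100% = reference inhibitor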
Tn7 DDE FP: inhibitors of Tn7 peptide binding to human fibrin DD(E); P02675; FP displacement of FITC-Tn7 peptide from fibrin DD(E); 0% = median of compound wells per plate; inhibition, % at 8.3 µM; 370,000 compounds, 0.13% hits; AID 720508;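 active = inhibition above the mean of compounds falling within the control limits plus 3 SD of them, cut at about 14% in these data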;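 note: 0% = plate median of compound wells and 100% = 10 µM Aha-Tn7 peptide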
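Measure: % inhibition scaled between sample-field median and high-control FP; Test system: human fibrin DD(E); Quantity: 2 µM final DD(E) protein; Doses: one dose, 8.3 µM nominal; Schedule: compound with protein 10 min, then 3 h after probe, room temperature; Detection: fluorescence polarization; Medium: Tris buffer with calcium and detergent, pH 7.8.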
Tn6 DDE FP: inhibitors of Tn6 peptide binding to human fibrin DD(E) | P02675 | Fibrin DD(E) TRITC-Tn6 fluorescence polarization displacement | inhibition, % at 8.3 µM | 370,000 compounds, 0.21% hits | AID 720509;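 active = inhibition above a per-campaign cutoff: mean of compounds within control limits plus 3 SD, cut at about 15% in these data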;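 note: 0% = median of all compound wells on the plate and 100% = blocking peptide control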
ADAM17 inh: inhibits human ADAM17; P78536; recombinant ADAM17, EDANS/DABCYL FRET peptide cleavage; inhibition, % at 6.95 µM; 370,000 compounds, 0.83% hits; AID 720648;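 active = inhibition above the mean of compounds lying between control limits plus 3 SD, set per campaign, cut at about 8.5% in these data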;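 note: 0% = DMSO-only wells as the low control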
KLK7 zymogen act: proKLK7 (human) activation, primary screen | P49862 | purified proKLK7, EDANS-DABCYL substrate fluorescence; 100% is mature enzyme control, 0% vehicle | activation, % at 7 µM | 370,000 compounds, 0.9% hits;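 active = activation above the mean of all tested compounds plus 3 SD, computed per campaign excluding outliers beyond control limits, cut at about 13% in these data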
ASAP1 inh: blocks human ASAP1-stimulated Arf1 GTP hydrolysis; Q9ULH1; GDP FP detection; inhibition, % at 16.5 µM; 360,000 compounds, 0.19% hits; in the data active = inhibition above about 25%;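 note: 0% = vehicle with enzyme and substrate and 100% = no enzyme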
ARFGAP1 inhibitor: inhibits rat ARF GTPase activating protein 1; inhibition, % at 16.5 µM; Arfgap1-stimulated ARF1 GTP hydrolysis, GDP FP detection; 360,000 compounds, 0.26% hits;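 active = inhibition above a per-plate limit, mean inhibition of low control wells plus 3 SD, cut at about 25% in these data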;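 note: 0% = DMSO wells with enzyme and 100% = wells lacking Arfgap1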
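Replicates: Single well per compound | Assay system: Truncated rat Arfgap1 GAP domain | Control set: No-Arfgap1 wells (100%) versus DMSO full-reaction wells (0%) | Times: Enzyme reaction 120 min at 25 °C after 20 min preincubation | Reagent: Human ARF1(Δ1-17)-GTP substrate | Measured by: Tracer-displacement fluorescence polarization with EDTA stop, 620/688 nm | Measure: Percent inhibition of Arfgap1-stimulated GTP hydrolysis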
MBD2 DNA inh: inhibitors of human MBD2 binding to methylated oligonucleotide. Q9UBB5. TR-FRET. inhibition, % at 4.4 µM. 370,000 compounds, 0.31% hits; in the data active = inhibition above about 13%
PLC-beta3 inh: PLC-beta3 (human) inhibition, primary screen | Q01970 | 370,000 compounds, 0.18% hits | inhibition, % at 12.2 µM | AID 720704 | Purified PLC-beta3, fluorogenic substrate, fluorescence; in the data active = inhibition above about 11%;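 note: 0% = median of compound wells on plate and 100% = full blocker control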
Target sequence (Q01970 whole entry, looked up): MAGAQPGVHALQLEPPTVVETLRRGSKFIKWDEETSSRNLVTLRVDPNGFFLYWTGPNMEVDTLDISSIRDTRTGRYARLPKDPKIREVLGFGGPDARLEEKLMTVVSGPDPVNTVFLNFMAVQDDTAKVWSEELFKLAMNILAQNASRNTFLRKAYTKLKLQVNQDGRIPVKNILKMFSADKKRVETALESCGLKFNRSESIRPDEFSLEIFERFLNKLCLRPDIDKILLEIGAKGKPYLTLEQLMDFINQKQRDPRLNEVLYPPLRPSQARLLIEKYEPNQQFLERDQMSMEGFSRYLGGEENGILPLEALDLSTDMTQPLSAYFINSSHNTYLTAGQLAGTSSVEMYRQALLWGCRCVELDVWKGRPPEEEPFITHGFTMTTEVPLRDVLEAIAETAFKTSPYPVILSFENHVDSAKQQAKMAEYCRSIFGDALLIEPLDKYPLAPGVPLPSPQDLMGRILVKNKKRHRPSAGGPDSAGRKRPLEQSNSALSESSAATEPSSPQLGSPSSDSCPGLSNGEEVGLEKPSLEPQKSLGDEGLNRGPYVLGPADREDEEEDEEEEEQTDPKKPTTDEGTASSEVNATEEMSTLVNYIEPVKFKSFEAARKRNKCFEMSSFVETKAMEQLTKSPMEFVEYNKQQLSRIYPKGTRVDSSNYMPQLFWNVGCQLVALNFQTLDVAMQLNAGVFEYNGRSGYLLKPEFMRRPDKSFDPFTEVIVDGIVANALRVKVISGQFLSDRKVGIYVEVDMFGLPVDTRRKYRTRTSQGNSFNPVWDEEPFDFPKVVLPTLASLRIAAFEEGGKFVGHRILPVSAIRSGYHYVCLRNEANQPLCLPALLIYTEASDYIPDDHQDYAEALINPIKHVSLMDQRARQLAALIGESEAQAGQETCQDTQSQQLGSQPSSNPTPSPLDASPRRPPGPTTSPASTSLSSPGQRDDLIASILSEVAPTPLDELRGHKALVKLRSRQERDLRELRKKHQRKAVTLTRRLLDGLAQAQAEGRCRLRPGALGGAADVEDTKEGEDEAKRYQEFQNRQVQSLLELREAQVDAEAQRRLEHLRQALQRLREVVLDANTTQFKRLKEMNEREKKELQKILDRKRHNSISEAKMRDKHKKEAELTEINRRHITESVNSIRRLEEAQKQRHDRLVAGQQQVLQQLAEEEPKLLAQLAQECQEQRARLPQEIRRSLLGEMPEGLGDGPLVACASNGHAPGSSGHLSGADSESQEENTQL
PLC-gamma1 inh: blocks human PLC-gamma1 enzyme activity. purified PLC-gamma1, fluorogenic substrate, fluorescence. 370,000 compounds, 0.84% hits. P19174. inhibition, % at 12.2 µM; in the data active = inhibition above about 9.5%
* marks the source's active call; other numbers are inactive results; i = inactive; . = no result given.

| canonical_smiles | UHRF1 binding | Tn7 DDE FP | Tn6 DDE FP | ADAM17 inh | KLK7 zymogen act | ASAP1 inh | ARFGAP1 inhibitor | MBD2 DNA inh | PLC-beta3 inh | PLC-gamma1 inh |
| --- | --- | --- | --- | --- | --- | --- | --- | --- | --- | --- |
| CCCN(CCC)CCCNC(=S)Nc1ccc2nc(N3CCN(CC)CC3)cc(C)c2c1 | 5 | -2 | 10 | -32 | 4.3 | 7 | 6 | -2 | -35 | -20 |
| O=C(Cc1c[nH]c2ccccc12)Nc1ccc(Nc2cccnc2)c(-c2cccc(Cl)c2)c1 | -3 | 1 | 3 | 0 | -3.0 | 7 | 20 | 1 | -2 | -1 |
| O=c1c2c(-c3cccs3)csc2ncn1/N=C/c1ccc(OC(F)F)cc1 | -3 | 6 | 2 | -3 | 0.6 | -17 | 6 | 1 | -1 | -1 |
| N#CC1(NC(=O)COC(=O)c2ccc(-c3ccc(O)cc3)cc2)CCCCC1 | 1 | -3 | 3 | -6 | -0.8 | -8 | 20 | 0 | -173 | -114 |
| CC#CC(=O)N1CCCC(C(=O)c2ccc(SC)cc2)C1 (configuration not stated) | -1 | 8 | 0 | -3 | 0.0 | -14 | -3 | -4 | -6 | 0 |
| CCOC(=O)c1ccc(NC(=O)C(=O)NCc2ccncc2)cc1 | -2 | -6 | 1 | -1 | -0.6 | 2 | 0 | 4 | -204 | 3 |
| Fc1ccc(C(c2nnnn2Cc2ccccc2)N2CCSCC2)cc1 (configuration not stated) | 1 | -6 | 2 | -1 | 0.4 | -9 | 5 | 1 | 4 | 2 |
| Cc1ccc2oc(C(=O)NC3CCS(=O)(=O)C3)cc(=O)c2c1 (configuration not stated) | 4 | -6 | 5 | -6 | 1.1 | -3 | 5 | -2 | -25 | -14 |
| O=[N+]([O-])c1ccc(O)c(N=Cc2sc3ccccc3c2O)c1 | 4 | 3 | -5 | -1 | -0.4 | 10 | 4 | -8 | -12 | -2 |
| COc1ccc(NC(=O)c2cc3cc(C)ccc3n2C)c(OC)c1 | 3 | 9 | -2 | -18 | -25 | -7 | 1 | 8 | -34 | -25 |
| CCOc1ccc(-n2c(SCC(N)=O)nc3sc4c(c3c2=O)CCN(C)C4)cc1 | -1 | 2 | 0 | -3 | -0.3 | 2 | -9 | 0 | -37 | -21 |
| CC(C)C(C)NC(=O)COC(=O)C1CCN(S(=O)(=O)c2ccc3c(c2)OCCO3)CC1 (configuration not stated) | 6 | -1 | -13 | -2 | 0.8 | -4 | 9 | 0 | -2 | 11* |
| COc1ccc(-c2nnc(N(C)C(=O)c3cccnc3)s2)cc1 | 2 | 5 | -8 | 0 | 0.6 | 4 | -2 | 0 | 1 | 5 |
| CCCC(=O)N(Cc1cc2ccccc2[nH]c1=O)c1ccccc1OC | 5 | 2 | -1 | 2 | 0.1 | -4 | 7 | -5 | 4 | 5 |
| CN(C(=O)CSc1nnc(-c2ccc(F)cc2)c2ccccc12)C1CCS(=O)(=O)C1 (configuration not stated) | -1 | -6 | 11 | -4 | -0.2 | 3 | 11 | -2 | -19 | -4 |
| O=C(OCc1ccccc1)N1CCC2CC1c1cc(N3CCN(S(=O)(=O)c4cccc5ccccc45)CC3)ccc12 (configuration not stated) | 16 | -12 | -1 | -3 | 0.1 | 5 | -11 | -2 | 4 | 1 |
| COc1ccccc1Nc1c2c(nc3ccccc13)CCC2 | 3 | -7 | -4 | -1 | 0.5 | 8 | 0 | 3 | -6 | -1 |
| Cc1c(OC(C)C(=O)NCC(O)c2ccccc2)ccc2c3c(c(=O)oc12)CCC3 (configuration not stated) | 0 | 7 | 4 | -92 | -25 | 12 | -7 | 5 | -112 | -91 |
| CSCC[C@H](NC(=O)COc1cc2c(c3oc(=O)c(C)c(C)c13)CCC(C)(C)O2)C(=O)O | 2 | 1 | 4 | i | 57* | -2 | -3 | -4 | i | i |
| Cc1ccc(NC(=O)CCNS(=O)(=O)c2ccc(OC(F)(F)F)cc2)c(O)c1 | 1 | 1 | 3 | -3 | -0.5 | 8 | 13 | -2 | -1 | 6 |
| Cc1ccc(N/C=C(\C#N)c2ccc(OCCCF)cc2)cc1 | -1 | -5 | 2 | 1 | 0.3 | 6 | 12 | -3 | -1 | 4 |
| COc1ccc(S(=O)(=O)Nc2ccccc2C(=O)N2CCCCC2)cc1C | 0 | -1 | 6 | -3 | 0.3 | -12 | -3 | -4 | -3 | 1 |
| CCOC(=O)CCCCCC(=O)Nc1ccc2c(c1)C(=O)N([C@@H](C)CO)C[C@H](C)[C@H](CN(C)C(=O)c1ccccc1)OCCCC[C@H](C)O2 | -1 | 7 | -9 | -6 | 0.4 | 6 | 4 | 1 | 0 | -4 |
| CCc1cc2c(=O)n(-c3ccccc3)c(=S)[nH]c2s1 | -1 | 2 | 11 | -3 | 0.1 | 20 | -7 | 1 | 2 | 0 |
| Cc1cccc(NC(=S)N2CCN(c3ccc(F)cc3)CC2)c1 | 8 | -1 | 2 | -4 | 0.3 | 16 | 6 | 1 | -3 | 1 |
| O=C(CSc1nc2ccccc2[nH]1)NN=Cc1ccccc1C(=O)O | -2 | 9 | 2 | -6 | 0.3 | . | . | -5 | -83 | -59 |
| O=C(NCc1ccccc1)c1ccc(NC(=O)c2ccccc2F)cc1 | 7 | -3 | -3 | -4 | 0.7 | 6 | 11 | 9 | -8 | 2 |
| CCCC(C(=O)NCCC(C)C)N(Cc1ccccc1Cl)C(=O)c1snc(C(N)=O)c1N (configuration not stated) | 5 | -11 | -9 | -6 | -0.2 | -5 | 6 | 3 | -11 | -5 |
| O=C(CSc1nnc(-c2ccccc2)o1)Oc1ccc(Br)cc1 | 0 | -2 | -1 | -7 | -0.3 | -4 | 6 | 4 | -2 | 0 |
| Cn1c(C(=O)N2CCN(Cc3ccc4c(c3)OCO4)CC2)cc2c(=O)n(C)c3ccccc3c21 | 1 | 1 | -4 | -13 | -1.2 | 12 | -6 | 2 | -29 | -21 |
| CCn1c(CNC(=O)c2ccccc2)nc2ccccc21 | -2 | -5 | 5 | 1 | 0.3 | -1 | -1 | 2 | 3 | 4 |
| O=C(NCc1ccc(Cl)cc1)c1csc(-c2cccnc2)n1 | -1 | -4 | 1 | -4 | 0.2 | -7 | -7 | 3 | 2 | 0 |
| Cc1ccc(-c2nc(C#N)c(N3CCC(C(N)=O)CC3)o2)cc1 | 0 | 4 | 3 | -322 | 4.1 | -10 | 0 | -2 | -65 | -43 |
| O=C(O)c1cc(N2CCCCC2)nc2ccccc12 | 7 | 4 | -5 | -98 | 2.0 | 3 | 0 | 6 | -242 | -177 |
| O=S(=O)(Nc1cc(Cl)ccc1N1CCCCC1)c1cccs1 | 0 | 2 | 5 | 4 | 0.5 | 10 | -3 | 0 | 0 | -1 |
| COc1cc2c(cc1OC)CN(S(=O)(=O)c1cccc(F)c1)CC2 | 1 | 1 | 5 | 1 | -0.4 | 4 | -7 | 3 | -4 | 1 |
| COc1ccc(C)cc1NC(=O)CN(c1ccccc1F)S(C)(=O)=O | 1 | 4 | 1 | -5 | 0.3 | 16 | -2 | 5 | 1 | 0 |
| Cc1nonc1OCCN1CCN(c2ccccc2[N+](=O)[O-])CC1 | -4 | -4 | -9 | 2 | 0.1 | 4 | 2 | -5 | 3 | 3 |
| O=c1[nH]c(NCc2ccccc2)nc2c1CCC2 | -3 | -4 | -6 | -2 | 0.2 | 1 | 0 | -1 | 3 | 1 |
| Cn1cnnc1SCC(=O)NC(=O)NC1CCCC1 | 1 | 4 | 4 | -3 | 0.4 | 5 | -6 | 5 | 1 | 2 |
| COCCN(C(=O)C1CC1)c1nnc(-c2cccc(C)c2)s1 | 0 | 5 | 6 | -3 | -0.9 | -14 | -12 | 4 | 0 | 0 |
| Cc1onc(-c2c(F)cccc2Cl)c1C(=O)NCCN1CCNC1=O | -1 | -2 | -2 | -1 | -1.0 | -2 | 13 | -3 | -5 | -1 |
| COc1ccc(NS(=O)(=O)c2ccc(C)cc2)c([N+](=O)[O-])c1 | 3 | -3 | 6 | 3 | -0.1 | -2 | -2 | -4 | -6 | 4 |
| Cc1nc2ccc(S(=O)(=O)NCC(=O)NCc3ccc4c(c3)OCO4)cc2s1 | 9 | -1 | -5 | 11* | -0.5 | -6 | -4 | 6 | 12* | 5 |
| Cc1cc(/C=N/NC(=O)c2cccc([N+](=O)[O-])c2)c(C)n1-c1ccc(Cl)cc1Cl | 1 | 3 | 4 | 4 | -0.9 | -9 | -8 | 1 | 3 | 6 |
| COc1cc(NC(=O)COC(=O)/C=C/c2ccccc2Cl)cc(OC)c1 | -1 | -1 | 3 | 7 | 0.2 | -5 | 11 | 3 | -1 | 3 |
| COCCCNC(=O)c1ccc(N2CCOCC2)c(NS(=O)(=O)c2ccc(OC)cc2)c1 | -1 | -1 | -1 | -4 | -0.6 | -1 | -9 | 3 | -3 | -1 |
| CC[C@]12c3[nH]c4cc(CCC(=O)N(C)C)ccc4c3CCN1C(=O)[C@@H](CC(=O)NCCCn1ccnc1)C[C@@H]2C(=O)N1CCN(C(=O)C2CC2)CC1 | -2 | -1 | 2 | -3 | 0.3 | 1 | -11 | -3 | -5 | -2 |
| O=C(CSc1c[nH]c2ccccc12)NC1CCCC1 | 0 | 1 | 2 | -1 | 0.0 | 6 | -13 | 2 | -8 | -2 |

Structures above that contain two or more sulfur atoms, in the order listed:
| canonical_smiles | UHRF1 binding | Tn7 DDE FP | Tn6 DDE FP | ADAM17 inh | KLK7 zymogen act | ASAP1 inh | ARFGAP1 inhibitor | MBD2 DNA inh | PLC-beta3 inh | PLC-gamma1 inh |
| --- | --- | --- | --- | --- | --- | --- | --- | --- | --- | --- |
| O=c1c2c(-c3cccs3)csc2ncn1/N=C/c1ccc(OC(F)F)cc1 | -3 | 6 | 2 | -3 | 0.6 | -17 | 6 | 1 | -1 | -1 |
| CCOc1ccc(-n2c(SCC(N)=O)nc3sc4c(c3c2=O)CCN(C)C4)cc1 | -1 | 2 | 0 | -3 | -0.3 | 2 | -9 | 0 | -37 | -21 |
| CN(C(=O)CSc1nnc(-c2ccc(F)cc2)c2ccccc12)C1CCS(=O)(=O)C1 (configuration not stated) | -1 | -6 | 11 | -4 | -0.2 | 3 | 11 | -2 | -19 | -4 |
| CCc1cc2c(=O)n(-c3ccccc3)c(=S)[nH]c2s1 | -1 | 2 | 11 | -3 | 0.1 | 20 | -7 | 1 | 2 | 0 |
| O=S(=O)(Nc1cc(Cl)ccc1N1CCCCC1)c1cccs1 | 0 | 2 | 5 | 4 | 0.5 | 10 | -3 | 0 | 0 | -1 |
| Cc1nc2ccc(S(=O)(=O)NCC(=O)NCc3ccc4c(c3)OCO4)cc2s1 | 9 | -1 | -5 | 11* | -0.5 | -6 | -4 | 6 | 12* | 5 |
